TbREL1 primary: TbREL1 inhibition, primary screen. P86926. actives 0.49% (n = 89,000). TbREL1 RNA ligation, FRET fluorescence. AID 1117264. inhibition, % at 9.66 µM;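 active = inhibition above the mean inhibition across all screened compounds plus 3 SD, cut at about 11% in these data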;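 also: 0% = plate median of test wells and 100% = NSC42067 control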
Target sequence (P86926 whole entry, looked up): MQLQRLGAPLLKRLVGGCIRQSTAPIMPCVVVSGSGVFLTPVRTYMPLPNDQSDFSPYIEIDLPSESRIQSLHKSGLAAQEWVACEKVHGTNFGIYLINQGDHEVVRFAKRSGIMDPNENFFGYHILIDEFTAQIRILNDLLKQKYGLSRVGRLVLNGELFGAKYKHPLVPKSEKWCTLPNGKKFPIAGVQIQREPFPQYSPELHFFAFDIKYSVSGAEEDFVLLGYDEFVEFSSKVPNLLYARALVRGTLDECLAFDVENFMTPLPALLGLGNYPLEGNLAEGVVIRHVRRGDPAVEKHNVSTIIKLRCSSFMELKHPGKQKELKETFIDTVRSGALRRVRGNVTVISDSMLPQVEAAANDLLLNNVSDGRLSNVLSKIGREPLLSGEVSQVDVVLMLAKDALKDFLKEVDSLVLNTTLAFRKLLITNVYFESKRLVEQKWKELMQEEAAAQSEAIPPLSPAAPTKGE
Starred values were filed as active, the others as inactive. An excerpt, so the mix of outcomes need not match the whole.

SMILES	TbREL1 primary
O=S(=O)(Nc1ccccc1)c1ccc(Oc2ncc(C(F)(F)F)cc2Cl)cc1	2
CCc1nnc(NC(=O)CCC(=O)Nc2ccc(Cl)cc2)s1	0
CCN(CC)S(=O)(=O)c1cc(C(=O)N=c2sccn2C)ccc1OC	3
CC(C)(C)c1ccc(S(=O)(=O)N2CCSC2)cc1	6
COc1ccc(C(=O)NC(=S)NNC(=O)c2ccc(NC(=O)C(C)C)cc2)cc1	-7
CC(=O)Nc1ccc(S(=O)(=O)N2CCCC(C(=O)O)C2)cc1 (stereo unspecified)	-1
CC1C/C(=N/NC(=O)c2cccc(F)c2)c2ccc(O)cc2C1 (stereo unspecified)	-3
CN(C1CCCC1)C1CCN(C(=S)Nc2cc(F)cc(F)c2)CC1	-3
CCCCn1c(N)c(N(CCC(C)C)C(=O)CC2CCCC2)c(=O)[nH]c1=O	-1
O=C(/C(=N\Nc1ccccc1)Sc1nnnn1-c1ccccc1)c1ccccc1	-3
CCOC(=O)c1cn(CC)c2cc3c(cc2c1=O)OCO3	0
COC(=O)c1cccc(C(=O)N2CCCC(C(=O)c3cc(F)ccc3F)C2)c1 (stereo unspecified)	0
CC(C)CC(COCc1cccc(Cl)c1)N1CCN(C(=O)c2ccc(C(F)(F)F)cc2)CCC1=O (stereo unspecified)	0
COCCNC(=O)c1cc(-c2ccccc2)n(CC2CC(c3ccc(OC)cc3)=NO2)n1 (stereo unspecified)	0
c1ccc(-c2nnc3sc(C4CCCCC4)nn23)cc1	2
Cn1cccc1/C=N/NC(=O)c1cc2ccccc2cc1O	-3
COCCn1cnc2c1c(=O)n(CC(=O)Nc1cc(C)on1)c(=O)n2Cc1ccccc1	4
Cc1nn(-c2ccccc2)c(C)c1/C=N/NC(=O)c1[nH][nH]c(=O)c1C	-6
CC1(C(=O)O)CCC(C(=O)NNC(=O)c2ccccc2Cl)C1(C)C (stereo unspecified)	-2
N#CCCN1CCN(S(=O)(=O)c2ccc(S(=O)(=O)N3CCCC3)cc2)CC1	1
C=CCn1c(SC2CCOC2=O)nc2sc(CC)cc2c1=O (stereo unspecified)	0
CN(C)/C=N/c1ncc(C(=O)c2ccc3ccccc3c2)s1	3
CC1(C)OC(=O)C(=NNc2ccccc2)C(=O)O1	3
CCOC(=O)c1c(C)[nH]c(C(=O)COC(=O)C2CC2)c1C	-2
Cc1ccc(O)c(Cn2nnc3ccccc32)c1	1
O=C(COc1ccc(S(=O)(=O)N2CCCC2)cc1Cl)NC1CCCC1	0
C/C=C(\C)C(=O)N[C@@H](C)CN1C2=NC[C@H](C(C)C)N2C[C@H]1Cc1ccc(OC)cc1	2
Cc1cccc(NC(=O)c2ccc(S(=O)(=O)N(C)CC3CCCO3)cc2)c1C (stereo unspecified)	0
Cc1oc(-c2ccccc2)nc1CSc1nc2c(c(=O)[nH]1)CCC2	-2
NC(=O)c1ccccc1NC(=S)NC(=O)CCc1ccccc1	1
O=C(Nc1ccc(OC(F)(F)F)cc1)C1CC(=O)N(Cc2ccco2)C1 (stereo unspecified)	-3
CC[n+]1ccc(C(=O)NCc2ccccc2)cc1	8
COc1ccc(CCNC(=O)COc2ccc(N(C)S(=O)(=O)c3ccc(C)cc3)cc2)cc1OC	-2
CCc1nc2ccc(C(=O)NCc3ccc4c(c3)OCO4)cn2c1N(CCC(C)C)CCN(C)C	5
O=C(Nc1ccc(NC(=O)c2ccco2)cc1)c1ccc2c(c1)OCO2	-3
COc1cccc(-n2c(Cc3cc(=O)[nH]c(=O)[nH]3)nnc2SCc2cccnc2)c1	-1
COC(=O)[C@@H]1C[C@@]2(O)[C@H](O)[C@H](O)[C@H](O)C[C@H]2N1Cc1cccc2ccccc12	-1
N#C/C(=C(/O)c1ccc([N+](=O)[O-])cc1)c1nc2ccccc2[nH]1	0
COCCn1nnnc1C(C(C)C)N(Cc1cccnc1)Cc1cc2cc(OC)ccc2[nH]c1=O (stereo unspecified)	-1
CCOC(=O)Cc1c(-c2cccc(Cl)c2)nc2c3ccccc3ccn12	-1
O=C(Nc1cccc(C(F)(F)F)c1)c1cc2c(=O)c3ccccc3oc2nc1C(F)(F)F	6
O=C(COC(=O)CSc1ccc(F)cc1)NCC1CCCCC1	0
O=C1N=C2SCCN2/C1=C\c1c(Cl)cccc1Cl	1
CON/C=C(\C=Nc1ccc(Cl)cc1Cl)c1ncc(C(F)(F)F)cc1Cl	-1
Cc1ccc(NC(=O)CSc2nc3ccccc3c(=O)n2CCCN2CCCCC2)cc1Cl	7
Cc1ccc(C(=O)COC(=O)C2C3C=CC(C3)C2C(=O)OCC(=O)c2ccc(C)c(C)c2)cc1C (stereo unspecified)	-3
O=c1[nH]c2ccccc2cc1CN(CC1CCCO1)S(=O)(=O)c1ccccc1 (stereo unspecified)	-1
O=C(C[C@H]1C[C@H](C(=O)N2CCOCC2)[C@@]2(CCC3CCCC3)c3[nH]c4cc(-c5ccco5)ccc4c3CCN2C1=O)NCCN1CCOCC1	8
O=C(Cn1ccc(NC(=O)OCc2ccccc2)nc1=O)NCc1ccccn1	-1
COCCCNC(=O)Cn1ncc2c(=O)oc3ccccc3c21	0
O=C(Nc1cccc(/C=C/c2ccccn2)c1)c1cc(Cl)ccn1	1
CCOC(=O)c1c(C)oc2c1c(C=NCCC(=O)O)c(O)c1ccccc12	-4
COc1ccccc1C1C(C(=O)c2ccco2)=C(O)C(=O)N1c1cc(C)on1 (stereo unspecified)	5
O=C(N/N=C/c1ccc(OC(=O)c2ccco2)cc1)c1ccccn1	-3
Cc1noc(C)c1C(=O)OCC(=O)Nc1ccccc1C(=O)NC(C)c1ccccc1 (stereo unspecified)	-2
O=C(NNC(=S)NCCCN1CCOCC1)c1ccncc1	-4
CCCCCCn1cc(CN(C)C2CN(Cc3cn(CCCCCC)nn3)S(=O)(=O)C2)nn1 (stereo unspecified)	-4
CCCc1nc(NCc2ccc3c(c2)OCO3)c2nnn(Cc3ccccc3Cl)c2n1	-1
CC(=O)N1N=C(c2ccc(Cl)cc2)CC1c1ccco1 (stereo unspecified)	-2
C#CCOCCOCCOCCNc1nc(N2CCOCC2)nc(N2CCN(C(=O)CCCCCCCCCCNC(=O)[C@@H]([C@H](C)O)n3cc(C)nn3)CC2)n1	-2

Continuation:
SMILES	TbREL1 primary
CCc1ccc(C(C)NC(=O)c2ccc3c(c2)OCO3)cc1 (stereo unspecified)	-3
O=C(CNS(=O)(=O)c1ccc(F)cc1)N1CCN(c2ccccn2)CC1	6
CCc1ccccc1NC(=O)COc1ccc2c(c1)OCO2	0
COc1ccc(C(=O)N2C(=O)c3ccc(N)cc3C2=O)cc1	4
COc1ccccc1CNC(=O)c1cc(C)nc2ccccc12	-3
Cc1ccc(Nc2cc(-n3nc(C)cc3C)ncn2)c(C)c1	6
O=C(c1ccccc1)c1ccc(C(=O)N2CCN(c3ccccc3Cl)CC2)cc1	5
Cc1cc(N2CCN(Cc3ccccc3)CC2)n2nc(C)nc2n1	-1
O=C(N/C(=C/C=C/c1ccccc1)C(=O)N1CCOCC1)c1ccccc1Cl	-2
O=C(c1ccco1)N1CCN(C(=O)C2CCCN(S(=O)(=O)c3cccc4nsnc34)C2)CC1 (stereo unspecified)	-2
CC1(C)CCCC2=C1CC1C(=O)N(O)C(=O)C1C2 (stereo unspecified)	1
CC(C)(C)[C@H]1COC(=O)[C@H](NC(=O)OCC2c3ccccc3-c3ccccc32)C/C=C\C[C@@H](CC(=O)N(CCO)Cc2ccccc2)C(=O)N1	-2
CCOC(=O)NC(Nc1ccc(C)cn1)(C(F)(F)F)C(F)(F)F	2
Cc1nn(Cc2ccccc2)c(C)c1NC(=O)CCCn1nc([N+](=O)[O-])cc1C	-2
COc1ccccc1N1CCN(C(=O)Cn2c(=O)oc3cc(S(=O)(=O)N4CCCC4)ccc32)CC1	1
CCN(CC)S(=O)(=O)c1ccc(C(=O)NCC(=O)NCCCc2ccccc2)cc1	2
COC(=O)c1c(C(=O)OC)c2cc(C(=O)c3ccccc3)ccn2c1Cl	-1
Cc1cc([N+](=O)[O-])ccc1NC(=O)/C=C/c1cccs1	0
CCCCC(=O)Nc1cccc(NC(=O)c2ccc(Br)cc2)c1	1
CCCCCCCN(c1ccccc1)[C@@H]1C[C@H]2CCCC(=O)N3CC[C@@H](C1)[C@@H]23	-1

7 entries picked at random from the list so far, as already listed:
SMILES	TbREL1 primary
CCCCCCCN(c1ccccc1)[C@@H]1C[C@H]2CCCC(=O)N3CC[C@@H](C1)[C@@H]23	-1
Cc1cc([N+](=O)[O-])ccc1NC(=O)/C=C/c1cccs1	0
CCc1ccccc1NC(=O)COc1ccc2c(c1)OCO2	0
O=C(N/C(=C/C=C/c1ccccc1)C(=O)N1CCOCC1)c1ccccc1Cl	-2
CC(C)(C)[C@H]1COC(=O)[C@H](NC(=O)OCC2c3ccccc3-c3ccccc32)C/C=C\C[C@@H](CC(=O)N(CCO)Cc2ccccc2)C(=O)N1	-2
COc1ccc(C(=O)N2C(=O)c3ccc(N)cc3C2=O)cc1	4
CCc1ccc(C(C)NC(=O)c2ccc3c(c2)OCO3)cc1 (stereo unspecified)	-3

(cont.)
SMILES	TbREL1 primary
O=C(COC(=O)/C=C/c1cccs1)Nc1ccc(F)cc1	-1
CC(C)(C)C1CCC(=O)N(CCOc2ccccc2)CC1 (stereo unspecified)	-1
Cc1c(NC(=O)C(C)OC(=O)COc2cccc3c2OC(C)(C)C3)c(=O)n(-c2ccccc2)n1C (stereo unspecified)	1
COc1ccc2c(=O)c3c(=O)n(Cc4ccco4)c(-c4ccccc4)nc3oc2c1	0
O=C(COC(=O)/C=C/c1cccs1)Nc1nc(-c2cccc(Br)c2)cs1	-1
Cc1ccc(-c2cc(C(=O)NN=Cc3c(O)ccc4ccccc34)[nH]n2)cc1C	0
Clc1ccc2c(c1)C(C1=NCCN1)c1ccccc1CS2 (stereo unspecified)	3
CCCC1CCC2(CC1)CCC2OC(=O)Nc1ccccc1OC (stereo unspecified)	1
Cc1cc(F)ccc1S(=O)(=O)Nc1ncnc2scc(-c3ccc(F)cc3)c12	0
COc1ccc(COC(=O)Nc2cc3c(C(F)(F)F)nn(C)c3s2)cc1	-1
O=C(CN1C(=O)NC(c2ccccc2)(c2ccccc2)C1=O)NCc1cccs1	-1
O=C1N(Cc2ccccc2)CC2(Br)COCOC12O (stereo unspecified)	5
O=[N+]([O-])c1ccc2nc(SCc3cn4cc(Cl)ccc4n3)[nH]c2c1	4
Cc1ccc(CN2CCC(C(=O)Nc3ccc(Oc4cccnc4)cc3)CC2)cc1	2
O=C(Nc1ccc(N2CCOCC2)cc1)c1csc([C@@H]2C[C@H](O)[C@@H](CO)O2)n1	2
O=C(OCc1cn(Cc2ccc(F)cc2)nn1)N1CCOCC1	3
Cc1cc(S(=O)(=O)N2CCOCC2)ccc1OCC(=O)N1CCCC1	-4
CC(CC(=O)Nc1cccc(S(=O)(=O)N2CCCCC2)c1)c1ccccc1 (stereo unspecified)	-1
C=CCC[C@H](Cc1ccc(F)cc1)C(=O)OC[C@@H]1CCCN1C(=O)[C@@H](CC=C)CC(=O)NCCO	-1
Cc1cc(/C=N/NC(=O)C(O)(c2ccccc2)c2ccccc2)c(C)n1-c1cccc(C(=O)O)c1	2

Reformatted: entries from further up.
molecule,TbREL1 primary
O=C(COC(=O)/C=C/c1cccs1)Nc1ccc(F)cc1,-1
CC(C)(C)C1CCC(=O)N(CCOc2ccccc2)CC1 (stereo unspecified),-1
Cc1c(NC(=O)C(C)OC(=O)COc2cccc3c2OC(C)(C)C3)c(=O)n(-c2ccccc2)n1C (stereo unspecified),1

Compounds shown so far with a tert-butyl group (three):
SMILES	TbREL1 primary
CC(C)(C)c1ccc(S(=O)(=O)N2CCSC2)cc1	6
CC(C)(C)[C@H]1COC(=O)[C@H](NC(=O)OCC2c3ccccc3-c3ccccc32)C/C=C\C[C@@H](CC(=O)N(CCO)Cc2ccccc2)C(=O)N1	-2
CC(C)(C)C1CCC(=O)N(CCOc2ccccc2)CC1 (stereo unspecified)	-1

The list goes on:
SMILES	TbREL1 primary
COP(=O)(OC)OC(C(=O)c1ccccc1)c1ccc(Cl)cc1 (stereo unspecified)	4
COc1ccc(NC(=O)C2(S(=O)(=O)c3ccc(C)cc3)CC2)cc1	2
Cc1ccc(NC(=O)CSc2nc(C)cc(=O)[nH]2)c(C)c1	0
O=C(CN(c1ccccc1)S(=O)(=O)c1ccc(F)cc1)NC1CCCCCC1	0
CCc1ccccc1Nc1nc(N)nc(COC(=O)C2=COCCO2)n1	5
COc1ccc(C)cc1NC(=O)c1nn(C)cc1Br	0
CN1CCN(CC(=O)Nc2sc3c(c2C(=O)Nc2ccccc2)CCCC3)CC1	-7
COCCN(C(=O)c1csnn1)C(C(=O)NC1CCCCC1)c1ccccc1F (stereo unspecified)	-2
CCCCCCOc1ccc(N2C(=O)CC(SC(=NCC)NCC)C2=O)cc1 (stereo unspecified)	-2
O=C(O)c1cccnc1SCC(=O)C12CC3CC(CC(C3)C1)C2	1
CCOc1nc(N2CCOCC2)nc(N2CCOCC2)n1	6
COC(=O)C1=CN(c2ccc(F)cc2)C(N)=C(C#N)C1c1ccccc1 (stereo unspecified)	-5
CC(C)(C)NC(=O)CN(C(=O)c1csnn1)c1cccc2c1CCCC2	-2
COC(=O)c1c(S(N)(=O)=O)c2ccccc2n1C	3
CC(C)(C)c1ccc(C(=O)NCCCn2ccnc2)cc1	2
NCCc1nnc(SCc2ccccc2F)o1	5
O=[N+]([O-])c1cc([N+](=O)[O-])c(Oc2cccc3c2CCCC3)cc1NN1CCCCC1	1
CC(=O)c1cnc2cc(-c3ccc(Cl)cc3)nn2c1C	0
Cc1cc(C)n2nc(SC(C)C(=O)NC3CCCCC3C)nc2n1 (stereo unspecified)	0
CSCC[C@H](NC(=O)CCn1nnc2ccccc2c1=O)C(=O)O	-2

A portion from the list above:
SMILES	TbREL1 primary
COP(=O)(OC)OC(C(=O)c1ccccc1)c1ccc(Cl)cc1 (stereo unspecified)	4
COc1ccc(NC(=O)C2(S(=O)(=O)c3ccc(C)cc3)CC2)cc1	2

From PubChem BioAssay
